Mtb RmlCD inh: M. tuberculosis RmlC/RmlD inhibition; RmlC+RmlD coupled enzyme assay, percent inhibition; primary screen in compound mixtures; inhibition, % at 3.6 µM; P9WH09+P9WH11; 160,000 tested, 0.03% active; in the data active means inhibition mostly above about 34%, no sharp cut-off; inconclusive means no clear call, values can overlap the other calls; inactive means mostly below about 22%; further: some results filed as inactive read as strong as hits
Target sequence (P9WH09 whole entry, looked up): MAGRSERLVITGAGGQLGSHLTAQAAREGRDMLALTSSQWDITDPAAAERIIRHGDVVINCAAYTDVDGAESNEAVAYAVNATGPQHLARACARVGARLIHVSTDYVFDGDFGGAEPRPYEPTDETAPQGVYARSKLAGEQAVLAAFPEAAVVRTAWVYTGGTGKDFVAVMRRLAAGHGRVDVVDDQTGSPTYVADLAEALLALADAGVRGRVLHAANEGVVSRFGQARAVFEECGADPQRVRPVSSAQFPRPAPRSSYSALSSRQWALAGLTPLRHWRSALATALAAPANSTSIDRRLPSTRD
Target sequence (P9WH11 whole entry, looked up): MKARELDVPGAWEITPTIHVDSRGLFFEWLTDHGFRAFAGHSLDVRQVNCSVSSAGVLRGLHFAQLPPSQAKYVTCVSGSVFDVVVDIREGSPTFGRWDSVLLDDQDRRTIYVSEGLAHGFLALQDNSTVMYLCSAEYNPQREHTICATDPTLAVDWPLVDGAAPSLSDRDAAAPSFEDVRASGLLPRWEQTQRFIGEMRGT
GlmU inhibition: inhibition of mycobacterial GlmU enzyme – biochemical, glucosamine-1-phosphate acetyltransferase (AID 1376); inhibition, %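 (tested at 30 µM in the primary screen)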, or IC50 in µM where a hit was titrated; M. tuberculosis GlmU acetyltransferase enzyme assay; higher % means a stronger effect; 220,000 tested, 0.25% active; in the data active means inhibition above about 13%; inconclusive means no clear call, values can overlap the other calls;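 further: 0% = complete reaction with vehicle and 100% = reaction without substrate; strong numbers were not always called active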
* = called active by the depositor; ? = inconclusive; . = not tested or not shown.

Screens in order – Mtb RmlCD inh, GlmU inhibition
1	CCCn1c(SCC(=O)NCc2ccc(OC)cc2)n[nH]c1=O
→ -7, -0.4%
2	CC1CCCC(NC(=O)COC(=O)CN2C(=O)C3CCCCC3C2=O)C1C (stereo not given)
→ -7, 3.5%
3	Cc1ccc2c(c1)C(=O)CC(O)(C(F)F)O2 (stereo not given)
→ -8, 0.5%
4	CS(=O)(=O)c1ccc(Cl)c(NC(=O)Cc2c(Cl)cccc2Cl)c1
→ 7, -0.2%
5	CC(C)CCNC(=O)c1ccc(Cl)c(N)c1
→ 7, 7.1%
6	CCOC(=O)Cc1nn(CC)c(=O)c2ccccc12
→ -9, 1.6%
7	COc1ccc(C2=Nn3c([n+](C)c4ccccc43)SC2)cc1
→ 9, -2.8%
8	CC1CN(C(=O)CSc2nnc(-c3ccncc3)n2-c2ccccc2)CC(C)O1 (stereo not given)
→ 3, 4.8%
9	O=C(Nc1ccc(CN2CCOCC2)cc1)c1cccc(F)c1
→ 6, 0.2%
10	O=C(OCC1CC(c2ccccc2Cl)=NO1)c1ccc(Br)cc1 (stereo not given)
→ 44, 1.4%
11	CCOC(=O)c1c(C)[nH]c(C(=O)CN2C(=O)C(=O)N(CC(C)C)C2=O)c1C
→ -7, 2.5%
12	COc1cc2c(cc1OC)C(C(=O)NCCN1CCOCC1)C1c3ccccc3CCN1C2=O (stereo not given)
→ 3, .
13	O=c1cc(CN2CCCCCC2)nc2sccn12
→ 8, -6.3%
14	CS(=O)(=O)NNC(=O)c1csc(Cc2c(Cl)sc3ccc(Cl)cc23)n1
→ -6, 1.9%
15	COc1cc2c(cc1OC)CN(C(=O)/C=C/c1cccs1)CC2
→ -11, 3.9%
16	COc1ccc(S(=O)(=O)N(C)CC(=O)NC2CCCCC2)cc1Cl
→ 6, 2.3%
17	Cc1[nH]nc2c1C(c1cccs1)C1=C(CC(C)(C)CC1=O)N2 (stereo not given)
→ -1, 0.1%
18	COc1cnc(-c2ccccn2)nc1Oc1ccccc1Cl
→ 13, 2.0%
19	Nn1c(SCC(=O)Nc2cccc(F)c2)nnc1C1CCCCC1
→ 12, 3.0%
20	COc1ccc(NC(=O)c2ccco2)cc1S(=O)(=O)N1CCOCC1
→ -2, 0.9%

One compound at a time (already shown). Order of values: Mtb RmlCD inh, GlmU inhibition
Shown for `O=c1cc(CN2CCCCCC2)nc2sccn12` → 8, -6.3%
Shown for `COc1ccc(C2=Nn3c([n+](C)c4ccccc43)SC2)cc1` → 9, -2.8%

(list continues)
Screens in order – Mtb RmlCD inh, GlmU inhibition
21	O=[N+]([O-])c1cc(C(F)(F)F)ccc1N1CCN(CCO)CC1
→ 12, 0.7%
22	NS(=O)(=O)c1cccc(NC(=O)CN2CCC(Cc3ccccc3)CC2)c1
→ -12, -6.2%
23	Cc1ccnc(NS(=O)(=O)c2ccc(NC(=O)c3cc(-c4ccccc4)nc4ccccc34)cc2)n1
→ -8, -3.6%
24	O=C(NCc1ccc(N2CCCC2=O)cc1)c1cn(Cc2ccccc2)nn1
→ ., 3.4%
25	CCOC(=O)C1CCN(C(=O)Nc2c(-c3ccccc3)noc2C)CC1
→ -11, 1.4%
26	O=c1cc(O)n(-c2ccccc2F)c(=S)[nH]1
→ 3, 3.0%
27	CCn1c(=O)[nH]c2cc(C(=O)Nc3cc(C)cc(C)c3)ccc2c1=O
→ -1, -2.3%
28	O=C(CN1N=C(c2ccccc2)CCC1=O)NCc1ccccc1
→ 4, 0.6%
29	O=C(Nc1nc(-c2ccccc2)cs1)c1ccc(N2CCOCC2)c([N+](=O)[O-])c1
→ 2, 2.9%
30	COc1ccc(C(=O)c2cnc[nH]2)cc1
→ 0, -0.1%
31	O=C(CSc1nnc(CNc2ccc(Cl)cc2)o1)Nc1nc2ccccc2s1
→ ., 0.0%
32	Cc1ccc(S(=O)(=O)Oc2ccc(/C=C(/NC(=O)c3ccccc3)C(=O)Nc3ccccc3)cc2)cc1
→ 5, 3.7%
33	Cc1cccc(CN2C(=O)N/C(=C/c3cc(C)n(-c4cc(C)ccn4)c3C)C2=O)c1
→ ., 1.9%
34	CCCC(=O)Nc1ccc2oc(=O)ccc2c1
→ -9, 0.2%
35	CCOC(=O)C1CCN(C(=O)CCc2c(C)nc3cc(-c4ccc(OC)cc4OC)nn3c2C)CC1
→ -7, -2.3%
36	COc1ccccc1CN(C(=O)CCl)C(C(=O)NC1CCCCC1)c1ccncc1 (stereo not given)
→ -9, -4.5%
37	COc1ccc(CCNC(=O)C2CCN(S(=O)(=O)N3CCOCC3)CC2)cc1OC
→ ., 4.5%
38	OCCN(CCO)CC(O)COc1ccc(C23CC4CC(CC(C4)C2)C3)cc1 (stereo not given)
→ -15, 0.5%
39	CC(C)(C)n1cc(C(=O)c2ccccc2)cc1-c1ccccc1
→ ., 4.0%
40	COc1ccc(C(=O)Nc2nnc(CCS(=O)(=O)c3ccc(C)cc3)s2)cc1
→ 5, 1.5%

An excerpt of these results, in markdown.
| # | Molecule | Mtb RmlCD inh | GlmU inhibition |
| --- | --- | --- | --- |
| 28 | O=C(CN1N=C(c2ccccc2)CCC1=O)NCc1ccccc1 | 4 | 0.6% |
| 29 | O=C(Nc1nc(-c2ccccc2)cs1)c1ccc(N2CCOCC2)c([N+](=O)[O-])c1 | 2 | 2.9% |
| 26 | O=c1cc(O)n(-c2ccccc2F)c(=S)[nH]1 | 3 | 3.0% |

Further compounds
Screens in order – Mtb RmlCD inh, GlmU inhibition
41	CC(C)(C)NS(=O)(=O)c1ccc(NS(=O)(=O)c2ccc(F)cc2)cc1
→ 5, 5.3%
42	COC(=O)c1ccc(COc2ccc(/C=N/NC(=O)C(=O)Nc3ccc(OC)cc3)cc2OC)o1
→ -13, -0.4%
43	CCn1cc(CN2CCCC(C(=O)c3ccc(-c4ccccc4)cc3)C2)cn1 (stereo not given)
→ ., 4.3%
44	CC(C)Cc1cc(C(=O)N2CCC(N3CCC(C(=O)NC4CC4)CC3)CC2)n[nH]1
→ ., 5.5%
45	Clc1cccc(Oc2cnc3ccccc3n2)c1
→ 1, -3.4%
46	Cc1cc([N+](=O)[O-])ccc1NCc1ccccc1
→ 4, -3.8%
47	COc1ccc(/C=C2\N=C(SC)NC2=O)cc1
→ 0, 5.3%
48	CC1CCN(C(=O)c2cccc(S(=O)(=O)N3CCCCC3)c2)CC1
→ 2, 0.5%
49	O=C(c1ccc(Cl)cc1)C1CCCN(Cc2cccn2-c2cccnc2)C1 (stereo not given)
→ -8, 2.2%
50	O=c1c2ccccc2c(C=Nc2ccc(O)cc2)c(O)n1Cc1ccccc1
→ -30, 0.1%
51	CC(C)C(c1nnnn1CCc1ccccc1)N1CCN(C(=O)c2ccco2)CC1 (stereo not given)
→ -3, -5.7%
52	CCCSC1=C(C#N)C(c2cccs2)CC(=O)N1 (stereo not given)
→ ., -3.6%
53	CC(=O)/C=C1/SC(CC(=O)O)C(=O)N1c1ccccc1 (stereo not given)
→ ., -2.1%
54	CCCCN(C(=O)Cc1cccc(F)c1)c1c(N)n(CCC)c(=O)[nH]c1=O
→ 8, -1.0%
55	CN1CCN(C(=O)c2ccc3c(=O)n(-c4ccc(F)cc4)c(=S)[nH]c3c2)CC1
→ 0, 2.6%
56	O=C1C2C(C(=O)N1c1nccs1)C1C=CC2C12CC2 (stereo not given)
→ ., 1.6%
57	CC1C=CCC2C(=O)N(c3ccccc3OC(=O)c3cccs3)C(=O)C12 (stereo not given)
→ 2, 0.6%
58	COc1ccc(/C=C(/C(=O)Nc2ccccc2C(=O)N2CCCC2)c2ccccc2)cc1
→ ., 4.7%
59	CCOC(=O)N1CCN(C(=O)/C(=C/c2cccc3ccccc23)NC(=O)c2ccc(OC)c(OC)c2)CC1
→ 2, -3.8%
60	COc1ccc(-n2cc(CN(C)C(C)c3ccncn3)c(-c3cccc(F)c3)n2)cc1 (stereo not given)
→ -10, 1.7%
61	O=c1oc(Nc2cccc(Cl)c2)nc2ccccc12
→ -2, -0.6%
62	CCOc1ccc(N=C2NC(=O)C(CC(=O)Nc3ccccc3)S2)cc1 (stereo not given)
→ 11, 0.2%
63	c1cncc(-c2nnc3n2CCC3)c1
→ 3, -0.3%
64	O=C(Nc1ccc(CN2CCS(=O)(=O)CC2)cc1)c1ccccc1
→ 2, -0.6%
65	Oc1ccc(/C(Cc2ccccn2)=N\Nc2ccccc2)c(O)c1
→ 8, 7.4%
66	Cc1ccc(NC(=O)CS(=O)CC(=O)N(c2ccc(C)cc2)C(C)C(=O)NC2CCCCC2)cc1 (stereo not given)
→ ., 3.9%
67	Cc1cccc2cc3c(N)c(C(=O)N4CCCc5ccccc54)sc3nc12
→ 1, 2.2%
68	CC(=O)c1cccc(NC(=S)NCCc2ccc(Cl)cc2)c1
→ -1, -3.1%
69	Cc1c2c(nc3ccccc13)CCC(C(C)(C)C)C2 (stereo not given)
→ -9, 4.5%
70	CSc1cccc(NC(=S)N(CCC(C)C)C(C)c2ccncc2)c1 (stereo not given)
→ 6, 1.8%
71	C=C(C)Cn1c(=S)[nH]c2ccccc2c1=O
→ -6, -0.4%
72	CC(C)Cn1c(N)c(C(=O)COC(=O)c2cccnc2Cl)c(=O)n(C)c1=O
→ -2, 2.5%
73	O=c1cc(-c2cccc(Br)c2)nc(-c2ccccc2F)o1
→ 2, 3.6%
74	Cc1c(C(=O)N2CCCCC2C)sc2ncnc(N3CCc4ccccc4C3)c12 (stereo not given)
→ 5, 6.6%
75	Cc1cc(C)n(-c2nc(-n3nc(C)cc3C)c3c4c(sc3n2)COC(C)(C)C4)n1
→ 8, .
76	O=c1ccc2ccc(OCc3nnc(-c4ccccc4Br)o3)cc2o1
→ ?, -0.2%
77	CC1(C)Cc2c(C#N)c(OCC(=O)c3ccc(Cl)cc3)nc(-c3ccco3)c2CO1
→ 7, -1.7%
78	CCOC(=O)NC(=O)/C(C#N)=C(/C)N(C)C
→ 7, 3.1%
79	CCCC(O)(c1ccc(Cl)cc1)C(CN1CCOCC1)c1ccccc1 (stereo not given)
→ -10, 0.7%
80	CNC(=S)N/N=C/c1c(C(=O)OC)cnn1-c1ccc(F)cc1F
→ -13, 1.3%
81	COC(=O)c1ccc(NC(=O)C2CCCCC2C(=O)O)cc1 (stereo not given)
→ 1, 4.0%
82	Cc1nn(C)cc1C(=O)Nc1cc(Oc2ccc(Cl)cc2)cc([N+](=O)[O-])c1
→ ., 0.4%
83	O=C(NCCc1ccc(Cl)cc1)c1ccc2nc[nH]c2c1
→ 5, 0.7%
84	Cc1ccc(C(=O)NCCc2n[nH]c(=S)n2C)cc1
→ -1, 1.2%
85	O=C(N/N=C/c1c(F)c(F)c(F)c(F)c1F)c1ccc(Cn2cc(Br)cn2)o1
→ 1, 2.6%
86	CNP(=S)(NC)OCCOc1ccc(OC)cc1
→ 3, 1.3%
87	Cc1ccccc1NC(=O)c1ccccc1NC(=O)Cc1cccc2ccccc12
→ ., 3.5%
88	Cc1ccc(NC(=O)Cc2c[nH]c3ccccc23)cc1S(=O)(=O)N1CCCCCC1
→ 0, -0.4%
89	NC(=O)N1CCN(C(=O)c2ccco2)CC1
→ -7, 1.5%
90	CCOC(=O)N1CCN(C(=O)N2CCOCC2)CC1
→ 8, 4.1%
91	COc1ccc(-c2noc(-c3ccccc3C(=O)NCc3ccco3)n2)cc1
→ ., 1.6%
92	Fc1ccc2nc(C3CCN(Cc4nc(CC5CC5)no4)CC3)[nH]c2c1
→ 1, 2.8%
93	C=CCn1c(SCC(=O)NCc2ccco2)nc2sc3c(c2c1=O)CCCC3
→ ., 1.6%
94	CCOC(=O)C1=C(C)Nc2nc3ccccc3n2C1c1cccs1 (stereo not given)
→ 2, -3.7%
95	CCCS(=O)(=O)N1CCCC(C(=O)NCCN(C)Cc2ccccc2)C1 (stereo not given)
→ -4, 3.0%
96	Cc1ccc(C(=O)Nc2ccc(Cl)cc2C(=O)c2ccccc2)cc1
→ ., 0.6%
97	CN(c1ccc(C(=O)NCCSCc2c(F)cccc2Cl)cc1)S(C)(=O)=O
→ ., 5.4%
98	O=C(Nc1cccc(Br)c1)c1cc2ccccc2o1
→ 8, -9.6%
99	COc1cccc(N2CCN(c3ncccn3)CC2)c1
→ -13, 4.3%
100	Cc1ccnc(NS(=O)(=O)c2ccc(NC(=O)c3ccc(C)o3)cc2)n1
→ ., 2.6%

Numbers 3 to 7 from above:
Screens in order – Mtb RmlCD inh, GlmU inhibition
3	Cc1ccc2c(c1)C(=O)CC(O)(C(F)F)O2 (stereo not given)
→ -8, 0.5%
4	CS(=O)(=O)c1ccc(Cl)c(NC(=O)Cc2c(Cl)cccc2Cl)c1
→ 7, -0.2%
5	CC(C)CCNC(=O)c1ccc(Cl)c(N)c1
→ 7, 7.1%
6	CCOC(=O)Cc1nn(CC)c(=O)c2ccccc12
→ -9, 1.6%
7	COc1ccc(C2=Nn3c([n+](C)c4ccccc43)SC2)cc1
→ 9, -2.8%

(more compounds)
Screens in order – Mtb RmlCD inh, GlmU inhibition
101	O=c1nc2sc3ccccc3n2c(=O)n1-c1ccc(Cl)cc1
→ 12, 0.1%
102	CC(=O)Nc1nnc(-c2c(-c3ccccc3Cl)noc2C)o1
→ ., -4.2%
103	COc1ccc(NC(=O)N2CCC(C(=O)c3ccc(F)cc3)CC2)cc1
→ 16, -0.3%
104	CCN(CC)c1ccc(NC2CC(=O)N(CCc3ccc(OC)cc3)C2=O)cc1 (stereo not given)
→ -1, -1.6%
105	COc1cccc(Nc2c(F)c(OC)c(F)c(F)c2C(=O)O)c1
→ ., 2.2%
106	CC(C)COC(=O)CCn1[nH]c(=O)c2ccccc2c1=O
→ ., 6.5%
107	Nn1cc(-c2ccccc2)nc1SCC(=O)NCCN1C(=O)CSC1=O
→ ., -0.1%
108	O=C1C(Cc2ccccc2)SC(=Nc2ccccc2)N1c1ccccc1 (stereo not given)
→ -2, .
109	O=C(CCS(=O)(=O)c1cc(Br)cc2c1N(C(=O)C1CC1)CC2)N1CCN(c2ccccn2)CC1
→ 6, 3.2%

Not all compounds are listed, so the mix of outcomes need not match the whole.
